zVAD death inh – blocks zVAD induced death of L929 cells | L929 zVAD necroptosis rescue, ATP luminescence, 24 h; with zVAD 60 µM | viability rescue, % at 10 µM | 0.38% of 220,000 active;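 active = activation, scaled between plate controls, above about 75%, limit read from the data; inactive = activation under that limit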;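 also: 0% = zVAD with DMSO and 100% = DMSO alone without zVAD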
KCC2 mod – modulators of human KCC2 chloride dependent transport; KCC2 cells, thallium flux FluoZin-2 fluorescence; B-score of Tl+ flux slope (higher = more flux/activation; lower = inhibition) at 10 µM; 2.2% of 190,000 active; Q9H2X9;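 active = thallium flux slope and its plate-corrected score both differing from the plate sample mean at a set confidence after two filtering rounds, in either direction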;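 also: slope of fluorescence scaled to starting intensity during 10 to 20 s after thallium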
TNF death inh – blocks TNF-alpha induced death of Jurkat FADD-/- cells | Jurkat FADD-/- TNF necroptosis rescue, ATP luminescence, 24 h; 0 = TNF only, 100 = no-TNF cells | activation (protection from cell death), % at 10 µM | 0.068% of 220,000 active;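 active = activation, meaning protection from cell death, of at least 50% relative to plate controls; inactive = activation below 50%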;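 also: necroptosis triggered by 40 ng/mL TNF-alpha added together with compound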
PERK inhibitor – inhibitors of human PERK kinase; CHO PERK-DD fusion, SEAP luminescence translation reporter; Q9NZJ5; 0.17% of 220,000 active; inhibition, % at 5.6 µM; AID 1416;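 active = inhibition above the mean inhibition of all tested compounds plus 3 SD, set separately per screening campaign, cut at about 2.9% in these data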;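 also: PERK kinase domain activated by AP20187 dimerizer at 100 nM; 0% = DMSO with dimerizer and 100% = rapamycin at 8.4 µM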
EBV gp42 block – EBV gp42 inhibition | inhibition, % (tested at 21.74 µM) | Q1HVG2 | 0.42% of 220,000 active | Fluorescence polarization binding assay, mP read-out; in the data active = inhibition above about 50%
Target sequence (Q1HVG2 whole entry, looked up): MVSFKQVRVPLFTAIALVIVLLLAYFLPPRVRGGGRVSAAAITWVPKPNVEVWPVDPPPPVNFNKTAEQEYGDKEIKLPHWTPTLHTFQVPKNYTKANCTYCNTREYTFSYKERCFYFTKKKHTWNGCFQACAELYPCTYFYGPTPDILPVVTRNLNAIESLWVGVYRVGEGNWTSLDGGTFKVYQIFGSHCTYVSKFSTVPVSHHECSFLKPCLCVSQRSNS
Mdm2 ligase inh – blocks human Mdm2 ubiquitin ligase activity | cell-based MDM2 ubiquitination luciferase reporter, 2 h; 0 = plate control, 100 = twice control, blank-subtracted | signal enhancement, % at 5 µM | 0.11% of 210,000 active;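 active = signal enhancement of 30% or more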;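 also: luminescence tracks abundance of the self-degrading MDM2-luciferase fusion protein; higher signal means inhibition of MDM2 E3 ligase activity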
Target sequence (Q00987 whole entry, looked up, the tested form may be a part): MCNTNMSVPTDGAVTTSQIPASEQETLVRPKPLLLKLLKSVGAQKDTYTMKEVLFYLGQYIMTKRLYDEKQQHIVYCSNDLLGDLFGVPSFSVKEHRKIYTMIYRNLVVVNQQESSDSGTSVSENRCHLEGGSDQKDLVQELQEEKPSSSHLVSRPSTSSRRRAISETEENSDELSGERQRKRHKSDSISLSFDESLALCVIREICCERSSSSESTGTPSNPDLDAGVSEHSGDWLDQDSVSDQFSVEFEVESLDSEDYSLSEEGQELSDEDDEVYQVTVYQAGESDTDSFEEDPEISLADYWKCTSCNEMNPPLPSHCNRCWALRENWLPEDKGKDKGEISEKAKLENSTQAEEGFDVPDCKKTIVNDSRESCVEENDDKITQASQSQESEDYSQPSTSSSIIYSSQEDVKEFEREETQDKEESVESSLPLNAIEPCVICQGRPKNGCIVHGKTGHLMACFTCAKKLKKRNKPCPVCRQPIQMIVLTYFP
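Buffer or medium: Cells held in DMEM | Assay system: Stable mammalian line carrying autodegrading MDM2–luciferase fusion reporter | Quantity: 2000 cells/well | Times: 4 h settle plus 2 h compound, 37 °C | Doses: One concentration, 5 µM, with 0.2% DMSO | Technique: Luminescence with SteadyLite reagent, 15 min at room temperature | Benchmarks: Plate controls and plate blanks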
Rad51 HR inh – Rad51 (human) homologous recombination inhibition; hRad51 DNA strand exchange, fluorescence dequenching; AID 1385; 0.085% of 200,000 active; Q06609; inhibition, % at 10 µM;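 active = inhibition above 40% at the single screening dose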;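 also: 0% = DMSO control wells and 100% = blanks with heterologous ssDNA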
Target sequence (Q06609 whole entry, looked up): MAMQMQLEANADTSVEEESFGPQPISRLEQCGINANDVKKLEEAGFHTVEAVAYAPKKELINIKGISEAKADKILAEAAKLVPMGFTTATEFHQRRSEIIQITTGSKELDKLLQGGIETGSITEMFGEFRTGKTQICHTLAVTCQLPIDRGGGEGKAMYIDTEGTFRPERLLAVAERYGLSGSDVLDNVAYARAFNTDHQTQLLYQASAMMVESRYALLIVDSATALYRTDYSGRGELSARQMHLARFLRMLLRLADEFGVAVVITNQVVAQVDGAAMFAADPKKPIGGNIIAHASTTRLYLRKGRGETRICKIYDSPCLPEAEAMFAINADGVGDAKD
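System: human Rad51 nucleoprotein filaments preassembled on unlabelled ssDNA. Reagent: labelled 47-mer dsDNA for strand exchange. Schedule: 30-min compound preincubation and 15-min exchange, both room temperature. Measured by: FRET fluorescence dequenching, excitation 485 nm, emission 520 nm. Read-out: Fluorescence-based percent inhibition, control- and blank-normalised. Benchmarks: plate controls and plate blanks.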
m-calpain inh – calpain II (pig) inhibition | 0.37% of 220,000 active | inhibition, % at 16 µM | AID 1236 | purified calpain II, fluorogenic peptide substrate, 30 min;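 active = inhibition above about 50%, limit read from the data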
eIF4E-4G inh – inhibitors of eIF4E and eIF4G interaction in translation initiation. P63073+Q04637. TR-FRET eIF4E-eIF4GI(517-606) binding, 2 h. inhibition, % at 21.7 µM. 0.37% of 220,000 active;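 active = inhibition above about 30%, limit read from the data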;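 also: 0% = full FRET control wells and 100% = background wells lacking eIF4GI fragment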
* marks the source's active call; other numbers are inactive results; i = inactive; / = not tested or not shown; [ ] = another dose, or the depositor's remark. Compounds as they come; overall some 3.6% were active at least once.

Codes – A = zVAD death inh; B = KCC2 mod; C = TNF death inh; D = PERK inhibitor; E = EBV gp42 block; F = Mdm2 ligase inh; G = Rad51 HR inh; H = m-calpain inh; I = eIF4E-4G inh
Cc1ccc2nc(NC(=O)[C@H](C)N3C(=O)C4CC=CCC4C3=O)sc2c1 (some centres not stated)
  A: -1.0; B: -1.2; C: 0.1; D: 0.1; E: -12; F: -12; G: 0; H: -9; I: 3
CCSC1=C(C#N)C(c2ccccc2Cl)C(C(=O)c2cccs2)C(O)(C(F)(F)F)N1 (configuration not stated)
  A: 0.0; B: -1.1; C: -6.5; D: -1.2; E: -9; F: -27; G: -2; H: 8; I: 4[fluorescence artefact?]
Cc1cc(C)nc(NS(=O)(=O)c2ccc(NS(=O)(=O)c3ccsc3)cc2)n1
  A: 0.8; B: 0.38; C: 2.7; D: 1.1; E: 0; F: -12; G: /; H: -6; I: -5
O=c1[nH]c2ccccc2[nH]c1=O
  A: 1.0; B: 0.99; C: 0.9; D: 0.4; E: -3; F: -2; G: 21; H: -18; I: 1
Cc1ccc(NC(=O)C2SC(=Nc3ccccc3)C(C(=O)Nc3ccc(Cl)cc3)=C2N)cc1 (configuration not stated)
  A: 0.1; B: 0.74; C: -0.5; D: 0.2; E: -14; F: 1; G: /; H: -80; I: -1
CCOc1ncccc1C(=O)OCC(=O)Nc1ccc(C)c(S(=O)(=O)N(C)C)c1
  A: 1.4; B: -1.8; C: 0.1; D: 0.8; E: -9; F: -12; G: 20; H: 6; I: 2
O=C(O)CC(C(=O)Nc1ccc(Cl)c(Cl)c1)C1CCCO1 (configuration not stated)
  A: -0.5; B: /; C: 0.0; D: -0.5; E: -5; F: -16; G: 1; H: 22; I: 4
CCOC(=O)c1cc2ccccc2nc1C
  A: 0.3; B: -0.089; C: 0.9; D: 1.8; E: -11; F: -14; G: -8; H: -8; I: 4
O=C(CSc1ncccc1-c1nc2ccccc2[nH]1)N1CCc2ccccc21
  A: 0.1; B: 0.65; C: 2.7; D: -0.2; E: -11; F: -12; G: -11; H: -5; I: 1
CNc1oc(-c2ccc(Cl)cc2)nc1C#N
  A: 0.2; B: -0.79; C: -1.2; D: -0.6; E: -15; F: -15; G: 1; H: i; I: 5

8 of these compounds in another layout.
Every second line gives: zVAD death inh | KCC2 mod | TNF death inh | PERK inhibitor | EBV gp42 block | Mdm2 ligase inh | Rad51 HR inh | m-calpain inh | eIF4E-4G inh
- Cc1ccc2nc(NC(=O)[C@H](C)N3C(=O)C4CC=CCC4C3=O)sc2c1 (some centres not stated)
 : -1.0 | -1.2 | 0.1 | 0.1 | -12 | -12 | 0 | -9 | 3
- CCSC1=C(C#N)C(c2ccccc2Cl)C(C(=O)c2cccs2)C(O)(C(F)(F)F)N1 (configuration not stated)
 : 0.0 | -1.1 | -6.5 | -1.2 | -9 | -27 | -2 | 8 | 4[fluorescence artefact?]
- Cc1cc(C)nc(NS(=O)(=O)c2ccc(NS(=O)(=O)c3ccsc3)cc2)n1
 : 0.8 | 0.38 | 2.7 | 1.1 | 0 | -12 | / | -6 | -5
- O=c1[nH]c2ccccc2[nH]c1=O
 : 1.0 | 0.99 | 0.9 | 0.4 | -3 | -2 | 21 | -18 | 1
- Cc1ccc(NC(=O)C2SC(=Nc3ccccc3)C(C(=O)Nc3ccc(Cl)cc3)=C2N)cc1 (configuration not stated)
 : 0.1 | 0.74 | -0.5 | 0.2 | -14 | 1 | / | -80 | -1
- CCOc1ncccc1C(=O)OCC(=O)Nc1ccc(C)c(S(=O)(=O)N(C)C)c1
 : 1.4 | -1.8 | 0.1 | 0.8 | -9 | -12 | 20 | 6 | 2
- O=C(O)CC(C(=O)Nc1ccc(Cl)c(Cl)c1)C1CCCO1 (configuration not stated)
 : -0.5 | / | 0.0 | -0.5 | -5 | -16 | 1 | 22 | 4
- CCOC(=O)c1cc2ccccc2nc1C
 : 0.3 | -0.089 | 0.9 | 1.8 | -11 | -14 | -8 | -8 | 4

Other structures follow.
Codes – A = zVAD death inh; B = KCC2 mod; C = TNF death inh; D = PERK inhibitor; E = EBV gp42 block; F = Mdm2 ligase inh; G = Rad51 HR inh; H = m-calpain inh; I = eIF4E-4G inh
COc1cc(C(=O)Nc2nc(-c3ccc(C)cc3)cs2)ccc1OCC(=O)N1CCOCC1
  A: 0.3; B: 0.028; C: 1.0; D: -0.6; E: 9; F: -11; G: -7; H: -3; I: 0
CC(CCc1ccccc1)NC(=O)CSc1ccccc1 (configuration not stated)
  A: 0.1; B: -1.7; C: 1.0; D: 0.1; E: -14; F: -7; G: -2; H: 24; I: -5[fluorescence artefact?]
Cc1nn(C)cc1N1C(=O)c2cccc3c(N)ccc(c23)C1=O
  A: -0.2; B: i; C: -1.8; D: 2.3; E: 149*; F: -20; G: i; H: 4; I: 3
O=C(NCc1ccc(F)cc1)c1ccc(CNc2c(N3CCOCC3)c(=O)c2=O)cc1
  A: 1.2; B: -0.22; C: 2.9; D: 1.7; E: -11; F: -7; G: 1; H: -3; I: -5
CC(C)c1ccc(C(CC(=O)c2ccc(Cl)cc2)C(=O)O)cc1 (configuration not stated)
  A: -0.3; B: /; C: -3.2; D: 0.4; E: 8; F: -29; G: 0; H: 36; I: -8
Cc1cccc(C)c1OCc1n[nH]c(=S)o1
  A: 0.0; B: -2.5; C: -0.1; D: 0.2; E: -17; F: 2; G: -1; H: -17; I: 2[fluorescence artefact?]
Nc1ccccc1SCc1csc(-c2ccc(Cl)cc2)n1
  A: 0.5; B: 0.11; C: -18; D: -0.4; E: 0; F: -80; G: 9; H: 2; I: -8
CCOCCCNC(=O)C(c1ccc(C)cc1)N(Cc1ccc2c(c1)OCO2)C(=O)c1ccccn1 (configuration not stated)
  A: -0.4; B: -0.1; C: -0.9; D: 1.6; E: 5; F: -6; G: 13; H: -24; I: 0
Cc1cccc(OCC(=O)Nc2ccc3nc(C)sc3c2)c1
  A: 0.3; B: 0.02; C: -2.5; D: -0.2; E: -8; F: -2; G: 2; H: 21; I: 1
COc1cc(/C=N\NC(=O)CNC(=O)C(c2ccccc2)c2ccccc2)ccc1O
  A: 0.1; B: -0.48; C: -1.1; D: 0.3; E: -5; F: -16; G: 2; H: -10; I: -4
Cc1cc(-c2nn(-c3ccccc3F)cc2CN2CCN(c3ccncc3)CC2)c(C)s1
  A: 1.8; B: /; C: 4.4; D: 0.2; E: -7; F: -13; G: -7; H: -27; I: 2
Cc1ccc(S(=O)(=O)NCC(=O)OCc2ccccc2Br)cc1
  A: 0.5; B: /; C: 0.2; D: 2.4; E: -9; F: -6; G: 15; H: 15; I: 1
COc1cccc(/C=C/C(=O)OCC(=O)c2cc(C)n(CC3CCCO3)c2C)c1OC (configuration not stated)
  A: 2.3; B: 1.3; C: -1.8; D: 0.6; E: 2; F: -3; G: 2; H: -15; I: 2
Cn1c(C(=O)NCCc2ccsc2)cc2c(=O)n(C)c3ccccc3c21
  A: 11; B: -3.1*; C: -5.6; D: -0.5; E: -27; F: -6; G: -9; H: -29; I: 1[fluorescence artefact?]
O=C1NCCN1CCNS(=O)(=O)c1ccc2ccccc2c1
  A: 0.2; B: 0.38; C: 1.3; D: -0.6; E: 0; F: -18; G: -40; H: 7; I: -2
CC(C)OCC1CC(CC(=O)NC(=S)Nc2cccc([N+](=O)[O-])c2)C(=O)O1 (configuration not stated)
  A: -0.4; B: -0.53; C: -1.0; D: -0.1; E: 0; F: -9; G: 2; H: -14; I: -1
Nc1nnc(SCC(=O)Nc2ccc(F)c(Cl)c2)n1-c1ccccc1
  A: 0.0; B: -0.77; C: 0.0; D: 0.2; E: -17; F: -19; G: 0; H: 5; I: -3
O=C(NCc1ccccn1)c1cc(-c2ccccc2Cl)on1
  A: 1.1; B: -1.4; C: 1.0; D: -0.6; E: -24; F: -5; G: -2; H: 13; I: -15
CCn1c(-c2cc(-c3ccccc3)sc2N)n[nH]c1=S
  A: 0.1; B: 3.8; C: -1.8; D: 1.4; E: -7; F: -18; G: 0; H: -9; I: -1
CCCC(=O)C1=C(c2ccccc2)C(C#N)(C#N)C(C#N)=C1N
  A: 0.4; B: 0.091; C: -5.4; D: 1.5; E: -5; F: -20; G: -10; H: -17; I: 8
COc1cccc(C(=O)Nc2ccc3c(c2)C(=O)c2ccccc2C3=O)c1
  A: 1.8; B: 0.17; C: 1.4; D: 0.0; E: 30; F: -10; G: -11; H: -53; I: 9
CCOc1ccc(/C=N/Nc2ccccn2)cc1
  A: 78*; B: -0.39; C: 12; D: 0.4; E: -2; F: -40; G: 10; H: 1; I: -4
O=C(C1=C[C@@H](c2ccc(Br)cc2)C[C@@H](OCc2ccc(CO)cc2)O1)N1CCN(Cc2ccccc2)CC1
  A: 0.2; B: -0.51; C: 0.8; D: 0.4; E: -22; F: /; G: -8; H: 25; I: -2
O=C(O)C1CC=CCC1C(=O)Nc1cccc(Cl)c1Cl (configuration not stated)
  A: 0.3; B: /; C: -0.1; D: 2.5; E: 11; F: -13; G: 0; H: 7; I: 0[fluorescence artefact?]
O=C(c1ccc2snnc2c1)N1CCN(c2ccccc2)CC1
  A: 0.1; B: /; C: 1.5; D: 2.1; E: -12; F: -11; G: 7; H: 1; I: 3
Cc1cc(C(=O)CSc2nnnn2C)c(C)n1C1CC1
  A: 1.0; B: -0.058; C: 3.5; D: 0.3; E: 0; F: -9; G: -6; H: -30; I: -5
COc1ccc(CNC(=O)C(CCSC)NC(=O)c2ccco2)cc1 (configuration not stated)
  A: 0.0; B: 0.13; C: -1.0; D: -1.0; E: -10; F: -10; G: 6; H: -2; I: -2[fluorescence artefact?]
CCN(CC)S(=O)(=O)c1ccc(C(=O)NNC(=O)C2CCN(S(=O)(=O)c3ccc(Cl)cc3)CC2)cc1
  A: 0.7; B: 0.031; C: 0.2; D: 0.7; E: -8; F: -8; G: /; H: -4; I: -5[fluorescence artefact?]
CCCn1c(C)cc(C(=O)COc2ccc(C)nc2[N+](=O)[O-])c1C
  A: 0.2; B: -1.2; C: -2.9; D: -0.3; E: -6; F: -13; G: 3; H: 8; I: 0
CC(CC(=O)Nc1nc2ccccc2[nH]1)n1ccnc1 (configuration not stated)
  A: 1.2; B: 0.61; C: 1.0; D: -0.3; E: -3; F: -4; G: 3; H: 4; I: 0
COCC(C)N1CC(O)=C(c2nc(-c3ccc(Cl)cc3)cs2)C1=N (configuration not stated)
  A: 1.3; B: -0.11; C: -0.5; D: -0.2; E: -10; F: 4; G: -4; H: 16; I: 4
CC1(C)CC2CC(C)(CN2C(=O)COC(=O)CNC(=O)c2ccc(Cl)c(Cl)c2)C1 (configuration not stated)
  A: 0.3; B: -0.58; C: 2.4; D: 0.7; E: -7; F: 0; G: -10; H: 20; I: 8[fluorescence artefact?]
CC(=O)NC(=O)c1nnn(Cc2ccccc2)c1NC(C)=O
  A: -0.4; B: 0.5; C: -1.1; D: -0.3; E: -8; F: -16; G: 2; H: -41; I: 2
Cc1onc(-c2ccccc2)c1C(=O)Nc1nnc(-c2ccncc2)s1
  A: 0.2; B: -0.053; C: -2.4; D: 0.9; E: -2; F: 2; G: /; H: -87; I: 10[fluorescence artefact?]
COc1ccc(C(O)Cc2nc3ccccc3n2C)cc1OC (configuration not stated)
  A: -0.7; B: -0.97; C: -1.1; D: -0.1; E: -1; F: /; G: -2; H: -13; I: 2

Bioassay records (PubChem)
